High-throughput results (PubChem BioAssay)
LMP1 NFkB inh = Epstein-Barr LMP1 NF-kappaB reporter inhibition; LMP1-induced NF-kappaB luciferase reporter cells, luminescence; inhibition, % at 12.5 µM; 0.69% of 350,000 active; AID 504558; in the data active = inhibition above about 41%;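 note: 0% = neutral control wells and 100% = reference inhibitor control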
Peg3 promoter = reduces Peg3 promoter-driven luciferase expression in HeLa; HeLa PEG-Prom luciferase reporter, luminescence, overnight; inhibition, % at 20 µM; AID 588405; 1.7% of 360,000 active;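 active = inhibition of at least 50% at 20 µM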
C8 TRAIL sens = sensitizes caspase-8 expressing cells to TRAIL; NB7+C8 cells + TRAIL, ATPlite viability luminescence; inhibition (viability loss, TRAIL sensitization), % at 10 µM; 1% of 360,000 active; AID 624354;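 active = compounds causing at least 50% loss of cell viability in the single-dose screen, relative to plate controls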
HIF-2a block = inhibitors of HIF-2a; 0.72% of 360,000 active; inhibition, % at 18.8 µM; 786-0 RCC cells HIF-2a reporter, luciferase luminescence, overnight;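 active = inhibition of the luminescence signal of 40% or more relative to plate controls, in a single-dose primary screen at 18.75 µM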
NR2E3 ag-1 = human photoreceptor-specific nuclear receptor agonism. Q9Y5X4. CHO-S Gal4-NCOR/VP16-NR2E3 two-hybrid, luciferase. inhibition of corepressor binding, % at 3.98 µM. 0.35% of 360,000 active. AID 602229;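 active = inhibition above the mean of all tested compounds plus 3 SD, cut at about 70% in these data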;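 note: 0% = DMSO with NR2E3 transfected cells and 100% = cells lacking NR2E3 construct; higher means lower luciferase signal from less NR2E3 corepressor binding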
Target sequence (Q9Y5X4 whole entry, looked up, the tested form may be a part): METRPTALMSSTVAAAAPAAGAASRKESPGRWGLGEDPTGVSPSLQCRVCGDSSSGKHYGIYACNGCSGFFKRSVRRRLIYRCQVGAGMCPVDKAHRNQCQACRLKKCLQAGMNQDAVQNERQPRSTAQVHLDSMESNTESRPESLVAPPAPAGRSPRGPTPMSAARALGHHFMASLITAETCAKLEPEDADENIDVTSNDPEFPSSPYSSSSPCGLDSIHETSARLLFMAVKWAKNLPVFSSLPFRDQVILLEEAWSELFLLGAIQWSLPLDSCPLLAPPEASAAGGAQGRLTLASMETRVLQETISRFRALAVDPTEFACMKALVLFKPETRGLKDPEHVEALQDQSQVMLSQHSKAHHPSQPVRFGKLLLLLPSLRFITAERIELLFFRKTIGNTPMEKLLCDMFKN
CF NFkB block = blocks PAF-induced NF-kB reporter in cystic fibrosis cells; KKLEB NF-kB-GFP reporter, GFP fluorescence overnight; inhibition, % at 5 µM; 0.86% of 360,000 active; AID 588850;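 active = at least 50% inhibition at 5 µM, scaled per plate between neutral and stimulator controls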;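 note: PAF is a Pseudomonas aeruginosa culture filtrate used as stimulus; plate controls were PAF-stimulated DMSO wells for no effect and unstimulated DMSO wells for full effect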
NR2E3 ag-2 = NR2E3 (human) agonism; Q9Y5X4; GST-NR2E3/biotin-RetCOR TR-FRET, 1536-well; inhibition of corepressor binding, % at 4.78 µM; 0.12% of 320,000 active; AID 2300;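 active = percent inhibition above the cutoff of mean plus 3 SD of all tested compounds, set per screening campaign, cut at about 20% in these data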;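 note: 0% = DMSO wells and 100% = biotin wells as full block of FRET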
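Material – GST-tagged NR2E3 plus biotinylated RetCOR corepressor · Quantity – NR2E3 fusion 1.35 nM · Times – 5 h incubation at 4 °C · Medium – pH 7.5 Tris-based buffer · Technique – TR-FRET, Eu(K)-anti-GST donor, streptavidin-D2 acceptor, ex 340, em 617/671 nm · Benchmarks – high control biotin, low control 0.6% DMSO · Format – 1536-well plates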
KKLEB cytotox = counter-screen for CF NF-kB inhibitors: cytotoxicity | activity change (cytotoxicity), % at 5 µM | 0.36% of 360,000 active | KKLEB CF airway cells viability, ATPlite luminescence, overnight; hits give low values; cells stimulated with P. aeruginosa culture filtrate;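 active = corrected activity change at or below -50% at 5 µM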
Shn3 inh set2 = Schnurri-3 reporter inhibition in Clone20 osteoblasts; Clone20 osteoblast Shn3 3'UTR firefly luciferase, 24 h; inhibition, % at 12.5 µM; 0.52% of 360,000 active; AID 588674;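 active = mean inhibition of at least 75% with every replicate also reaching 75%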;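 note: 0% = median of neutral control wells and 100% = pilot-screen positive control compound; some compounds past the cut are filed as inactive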
iPSC survival up = increases survival of single human iPS cells | hiPSC single-cell survival, ATPlite luminescence; 100% = ROCK inhibitor wells, 0% = DMSO | survival enhancement, % at 20 µM | 0.044% of 360,000 active; in the data active = survival enhancement above about 18%;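 note: cells exposed to compounds for 16 hours before the ATP read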
MITF TRPM1 inh = MITF TRPM1 promoter inhibition in SK-MEL-5 cells. SK-MEL-5 TRPM1 promoter luciferase, 24 h. inhibition, % at 12.5 µM. 0.83% of 330,000 active. AID 488899;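 active = mean inhibition across replicates of 60% or more, whatever share of single replicates reaches that level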; note: values of inactives mirror those of a sister screen read the other way
* marks the source's active call; other numbers are inactive results; x = not tested or not shown. The list is partial; count on the stated rates, not on these rows.

Results follow in this order: LMP1 NFkB inh	Peg3 promoter	C8 TRAIL sens	HIF-2a block	NR2E3 ag-1	CF NFkB block	NR2E3 ag-2	KKLEB cytotox	Shn3 inh set2	iPSC survival up	MITF TRPM1 inh
CCN(CC)C(=O)[C@H]1C[C@H](CC(=O)NCc2ccc(OC)c(OC)c2)C(=O)N2CCc3c([nH]c4cc(CCC(=O)N(C)C)ccc34)[C@]12C
→ -0.9	-12.6	1.6	10.3	5.0	0.7	x	5.1	-6.8	-1.8	-2.4
Clc1ccccc1-c1ccc(CN2CCN(c3ccccc3)CC2)o1
→ 2.3	21.3	0.0	4.4	-13.1	8.4	-0.8	1.0	-8.9	0.7	5.4
O=C(CSc1nnc(C2CCCCC2)o1)Nc1ccccc1Cl
→ -25.8	-214.1	15.7	-195.2	-105.5	-1.8	0.1	6.7	-37.2	-0.3	-148.9
Cc1ccc2c(Cl)cc(Cl)c(OCC(=O)NC(C)(C)C)c2n1
→ -4.6	10.4	-2.3	9.6	9.6	1.9	-0.5	1.6	16.1	4.0	-1.6
Cc1nnc(NC2=NCCCCC2)o1
→ 4.3	-36.5	-0.7	5.2	-13.5	-4.2	-2.9	-0.3	5.3	-0.7	-7.3
CCCCN1C(=O)NC(c2ccc(OC)cc2)C(C(=O)OCc2ccccc2)=C1C (configuration not stated)
→ 3.4	9.1	4.8	-8.9	16.1	-0.1	2.4	7.8	-2.8	3.7	15.4
Cc1csc(SCC(=O)NC(=O)Cc2ccccc2)n1
→ 3.1	16.2	-1.8	11.3	-4.5	0.9	-1.8	9.4	-27.2	2.7	1.9
Cc1ccc(NC(=O)CSCC(=O)OC(C)C(=O)Nc2ccc(S(N)(=O)=O)cc2)c(C)c1 (configuration not stated)
→ -3.3	12.6	-14.5	-1.3	4.9	9.7	-1.4	-1.1	1.0	-0.5	7.2
CC[C@]12C(=O)N(C)C[C@H]([C@@H]3C(=O)N(C)C(=O)[C@@H]31)N2C(=O)c1ccc(C(F)(F)F)cc1
→ 0.2	9.7	9.8	9.2	-30.4	1.6	x	4.8	-19.9	-3.4	-13.3
O=C(c1ccc2c3c(cccc13)CC2)N1CCOCC1
→ -2.7	13.6	-2.8	16.2	-14.1	-9.3	4.3	6.2	4.1	-1.8	-2.5
Cc1ccc(CS(=O)(=O)CCC(=O)NCCC(C)C)cc1
→ -10.2	-6.0	-7.8	11.0	9.2	15.9	1.5	-11.6	-7.6	-1.9	3.9
CC(C)=CC(=O)Nc1ccc(Cl)cc1
→ -30.0	-274.1	-2.4	-207.5	-135.6	4.1	3.1	-10.3	-161.7	-0.9	-87.5
S=C(Nc1ccc(Cl)c(Cl)c1)N1CCCC1
→ -0.5	-20.8	-22.5	-42.7	-19.0	6.6	0.1	-18.7	-14.3	0.4	-0.8
CC1CCN(CCCCOc2cccc(Br)c2)CC1
→ -12.0	-1.3	13.4	20.7	3.6	-1.0	-1.0	-2.2	1.5	-2.0	-2.8
CC1CCCN(c2nc3c(c(=O)[nH]c(=O)n3C)n2CCSc2nc3ccccc3o2)C1 (configuration not stated)
→ -0.4	16.4	-7.1	5.5	-8.5	13.4	1.5	0.3	9.8	-0.7	-14.7
COc1cc([C@@H]2OC[C@@H]3[C@H]2CO[C@@H]3c2ccc3c(c2)OCO3)ccc1O
→ 3.7	-1.6	3.3	14.7	16.3	11.6	x	-12.0	2.1	0.0	1.7
Cc1cccc(C)c1NC(=O)c1ccc(-c2cc(F)ccc2F)o1
→ x	8.3	13.8	2.8	-4.6	25.2	x	-12.7	-9.8	7.0	x
CC(C)[C@H](NC(=O)c1ccc(Cl)cc1)C(=O)Nc1cccc(S(=O)(=O)N2CCOCC2)c1
→ 1.5	-2.4	-9.9	17.1	-10.2	26.3	x	-13.8	-12.5	-1.3	x
COC(=O)Cn1cnc2c(nnn2-c2ccc(C)cc2)c1=O
→ -3.2	27.8	-12.2	23.3	25.8	-8.2	4.9	-4.4	4.9	4.9	0.2
CC(C)(/C=N/O)N(O)C=C1C=CC(=O)C=C1
→ 0.9	-3.2	-10.4	18.7	-8.7	-6.5	-0.1	1.5	13.0	1.2	-2.7
COc1ccc(OCc2cc(C(=O)N(C)Cc3cc(C4CC4)n[nH]3)no2)c(Cl)c1
→ -26.1	-304.5	11.9	-195.9	-101.8	-0.5	2.8	-2.0	-64.0	-0.8	-82.0
COc1cc(/C=N/O)cc(Cl)c1OC
→ -2.8	3.9	-5.8	9.3	-28.2	9.4	-1.4	13.2	8.3	0.0	4.6
CN1CCC(OC2c3ccccc3CCc3ccccc32)CC1
→ -19.1	-23.7	-1.9	-2.7	8.1	-20.8	x	7.4	11.3	-0.3	x
COc1ccccc1N=NNc1ccccc1OC
→ -6.3	-216.0	31.8	-178.4	-27.8	-23.6	x	-14.4	-31.0	-2.7	x
CN1CCN(S(=O)(=O)c2ccc(NS(=O)(=O)c3ccccc3)cc2)CC1
→ 3.2	14.9	0.7	-4.1	-9.4	18.2	-1.1	-6.4	9.3	0.1	-12.9
N#C/C(=C\c1ccc(-c2ccc(F)cc2)o1)C(=O)Nc1nc(-c2cccs2)cs1
→ 12.8	9.6	-9.9	-5.9	-14.2	32.0	-1.1	-33.6	5.8	-2.7	-10.7
O=C(CSc1nc2ccccc2c(=O)n1Cc1ccco1)NCc1ccccc1
→ -5.7	10.4	-6.0	-7.6	2.9	24.8	-1.0	-3.9	7.8	-0.6	8.7
CC(=O)N1CCC2(CC1)C(C#N)=C(N)Oc1n[nH]c(C(F)(F)F)c12
→ 0.7	13.2	-3.4	12.7	8.6	-3.4	-1.9	-7.1	2.1	8.3	11.2
CCN(CC)c1ncnnc1-c1ccccc1
→ -8.2	-9.9	-5.7	-6.1	-33.4	11.7	-4.6	5.9	-16.5	0.0	23.3
CC1CN(S(=O)(=O)c2ccccc2)C(C)CN1S(=O)(=O)c1ccccc1 (configuration not stated)
→ 7.5	25.5	7.6	13.1	-11.5	5.9	x	-2.0	-2.7	-3.3	1.1
Cc1ccc(Cl)c(NC(=O)COC(=O)c2nn(C)c(=O)c3ccccc23)c1Cl
→ -1.0	9.0	-14.1	9.0	18.1	7.2	-1.5	-18.2	-32.2	0.9	-2.4
NC(=O)c1ccc2nc(-c3ccccc3)c(-c3ccccc3)nc2c1
→ -4.6	11.0	-3.7	21.9	-17.0	2.3	-1.9	-0.9	-9.4	-1.1	-11.4
Cc1cc(C)c(S(=O)(=O)Nc2nccs2)c(C)c1
→ 3.6	3.5	-3.6	13.1	0.7	-6.7	-2.9	2.1	-6.2	0.0	-4.5
COC(=O)[C@H]1CN(C(=O)c2ccccc2)C(=O)N1
→ -2.5	-1.3	-9.0	4.7	-11.1	3.0	-2.2	9.7	-33.9	0.7	2.9
O=C(N/C(=C/c1ccc(F)cc1)C(=O)N1CCCCC1)c1ccco1
→ -4.6	-7.7	1.8	8.9	-28.8	-14.7	0.3	12.8	1.3	-0.6	3.4
CCCCn1c(N)c(N(CC)C(=O)/C=C/c2ccco2)c(=O)[nH]c1=O
→ -19.1	6.3	-12.2	28.1	-0.5	6.7	-1.2	-4.1	-17.8	-0.3	11.2
Cc1ccc2cc(/C=N/NC(=O)[C@H]3C[C@@H]3c3ccccc3)c(Cl)nc2c1
→ 10.3	-36.7	0.4	-41.9	-37.0	-0.5	-1.7	0.8	-3.0	-0.8	-14.6
COc1ccc(N2C3=C(C(=O)CC(C)(C)C3)C(c3ccccc3OC)C3=C2CC(C)(C)CC3=O)cc1
→ 1.2	2.8	-3.8	4.0	11.2	15.4	0.8	10.8	8.3	3.0	-3.7
Cc1c(Cl)cccc1NC(=O)COC(=O)C12CC3CC(CC(O)(C3)C1)C2
→ -2.6	-45.1	-4.0	-29.6	-2.4	6.0	5.0	6.4	-21.7	-0.4	-19.3
CC(=O)Oc1ccc(C(=O)[C@H]2[C@H]3C(=O)N(c4cccc5ccccc45)C(=O)[C@H]3[C@@H]3C=CC=NN32)cc1
→ -3.2	-24.1	8.2	3.0	-3.5	3.7	-4.6	8.7	-7.4	3.3	17.5
CC(=C1C2C=CC1C1C(=O)NC(=O)C21)c1ccccc1 (configuration not stated)
→ -7.1	5.5	1.0	5.8	-19.1	3.8	1.0	-0.2	36.1	0.8	-1.0
O=C(CN1C(=O)c2cccc([N+](=O)[O-])c2C1=O)N1CCN(S(=O)(=O)c2ccccc2)CC1
→ -3.5	3.3	-8.6	7.8	18.3	30.5	0.8	-10.6	-9.7	1.8	-0.2
CC(C)n1c(=O)c2ccccc2n1Cc1cn(CCc2c[nH]c3ccccc23)nn1
→ x	13.0	-7.5	14.2	0.0	-9.8	x	-12.1	3.6	0.4	x
CCCCn1c(N)c(N(CC(C)C)C(=O)CSC(C)C(=O)Nc2cc(C)on2)c(=O)[nH]c1=O (configuration not stated)
→ -0.8	28.4	1.5	15.6	-18.6	11.3	2.9	-1.2	-18.9	-0.4	-16.4
CC(C)CN(C(=O)CSc1nnc(-c2ccco2)o1)c1c(N)n(Cc2ccccc2)c(=O)[nH]c1=O
→ 2.8	10.2	-3.3	6.6	-14.9	0.4	0.5	-10.0	-11.5	0.4	15.2
CC1(C)CC(NS(=O)(=O)c2ccc(Cl)cc2)CC(C)(C)N1
→ 3.7	-1.8	5.5	18.6	-29.6	-2.3	-0.9	-9.6	16.5	0.0	1.8
Nc1nonc1NC(=O)CSc1nc2ccccc2s1
→ -0.3	1.4	-28.3	-6.1	0.1	-9.2	2.2	8.2	-2.1	-1.3	13.7
COC(=O)c1ccc(C)c(NC(=O)CCc2ccc(OC)c(OC)c2)c1
→ 15.7	-0.4	3.6	8.1	14.4	-0.7	-3.3	16.4	-5.8	6.6	3.7
CCOC(=O)c1sc(NC(=O)CN2CCN(c3ccccc3)CC2)nc1C
→ -0.4	15.1	3.0	9.4	16.8	13.4	3.5	-14.0	-0.6	-0.6	3.5
COc1ccccc1C(=O)N/N=C(\C)c1ccc(NC(=O)Cc2ccccc2)cc1
→ -15.3	3.1	10.9	-137.8	-110.0	11.5	1.7	10.8	20.3	0.5	-15.8
COc1ccc(Br)cc1C(=O)NC(=S)Nc1ccc(Cl)c(C(=O)O)c1
→ -11.6	15.8	4.8	-11.6	14.8	2.4	-3.1	4.3	-8.8	0.4	-1.0
O=C(Nc1ccc(N2CCOCC2)cc1)c1ccc2c(c1)OCO2
→ -22.3	-138.1	34.4	-167.4	-93.2	1.5	-2.6	2.8	-25.0	-2.3	-54.2
COc1ccccc1-n1cc(C(=O)c2cc(Cl)ccc2O)cc(C#N)c1=O
→ 5.4	20.6	-4.2	19.7	-19.8	11.8	2.5	4.7	4.5	-2.1	11.5
CNc1ccccc1C(C)(C)c1cc(-c2cccc(Br)c2)no1
→ -6.0	9.7	32.9	11.8	-15.2	5.8	-1.7	3.6	86.5*	0.5	33.3
CN(C)C(=O)N=NC(=O)N(C)C
→ 1.0	8.1	-2.9	-3.6	-3.4	-12.0	7.4	-6.7	-6.9	2.7	18.1
